Apaf-1 inh – blocks human Apaf-1 apoptosome activity | O14727 | reconstituted apoptosome caspase-3 activity, DEVD-Rh110 fluorescence | inhibition, % at 20 µM | hit rate 0.71% among 330,000; active = inhibition of at least 40% at 20 µM;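 also: plate controls were DMSO wells for no effect and DEVD-CHO caspase inhibitor wells for full effect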
Target sequence (O14727 whole entry, looked up): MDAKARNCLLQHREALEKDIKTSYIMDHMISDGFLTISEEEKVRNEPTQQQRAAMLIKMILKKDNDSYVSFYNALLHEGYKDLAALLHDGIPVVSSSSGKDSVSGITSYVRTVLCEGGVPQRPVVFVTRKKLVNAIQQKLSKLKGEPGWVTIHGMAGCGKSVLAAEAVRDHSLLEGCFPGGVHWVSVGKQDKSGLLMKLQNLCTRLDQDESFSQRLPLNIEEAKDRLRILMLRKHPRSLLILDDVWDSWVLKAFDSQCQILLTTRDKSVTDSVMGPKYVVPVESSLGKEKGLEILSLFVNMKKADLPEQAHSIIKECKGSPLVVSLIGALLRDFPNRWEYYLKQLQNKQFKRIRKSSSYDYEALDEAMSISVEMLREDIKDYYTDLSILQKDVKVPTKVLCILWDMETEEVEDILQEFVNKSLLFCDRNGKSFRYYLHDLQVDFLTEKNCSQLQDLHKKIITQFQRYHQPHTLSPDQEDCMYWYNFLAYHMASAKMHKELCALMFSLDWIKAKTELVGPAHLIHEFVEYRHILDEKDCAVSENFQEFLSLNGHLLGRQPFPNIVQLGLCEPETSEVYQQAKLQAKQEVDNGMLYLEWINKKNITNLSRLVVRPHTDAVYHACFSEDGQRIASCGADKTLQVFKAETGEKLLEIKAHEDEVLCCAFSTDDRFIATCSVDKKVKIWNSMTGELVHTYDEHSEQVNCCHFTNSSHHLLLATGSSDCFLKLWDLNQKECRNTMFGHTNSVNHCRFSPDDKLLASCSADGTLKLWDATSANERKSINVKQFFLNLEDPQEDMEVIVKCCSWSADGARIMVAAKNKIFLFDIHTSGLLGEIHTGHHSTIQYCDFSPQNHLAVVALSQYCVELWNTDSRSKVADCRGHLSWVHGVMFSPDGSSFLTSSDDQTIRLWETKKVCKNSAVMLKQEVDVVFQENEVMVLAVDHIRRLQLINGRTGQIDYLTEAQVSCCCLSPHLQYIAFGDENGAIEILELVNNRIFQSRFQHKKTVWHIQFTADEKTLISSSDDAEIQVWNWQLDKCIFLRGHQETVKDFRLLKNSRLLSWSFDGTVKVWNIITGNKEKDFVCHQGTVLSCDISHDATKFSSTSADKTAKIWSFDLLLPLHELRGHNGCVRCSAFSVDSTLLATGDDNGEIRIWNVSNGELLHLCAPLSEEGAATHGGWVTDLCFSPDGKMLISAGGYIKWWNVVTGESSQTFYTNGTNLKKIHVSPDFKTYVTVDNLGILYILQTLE
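Material: reconstituted apoptosome with Apaf-1, cytochrome c, caspase-9, procaspase-3, dATP / Buffer or medium: pH 7.5 Hepes buffer with CHAPS, BSA, DTT / Also added: cytochrome c with DEVD-Rh110 / Schedule: compound with Apaf-1, dATP, procaspase-3 30 min, then 50 min reaction, room temperature / Technique: rhodamine 110 fluorescence at Ex 480/Em 540 nm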
SENP8 block-1 – blocks human SENP8 cleavage of Nedd8 substrate | Q96LD8 | recombinant SENP8, Nedd8 substrate fluorescence | inhibition, % at 20 µM | hit rate 0.64% among 360,000 | AID 602440; in the data active = inhibition mostly above about 40%, no sharp cut-off; inactive = mostly below about 27%
SENP1 FRET inh – blocks the human SENP1 SUMO protease catalytic domain. hit rate 0.21% among 360,000. AID 624204. inhibition, % at 10 µM. Q9P0U3. recombinant SENP1 catalytic domain, CyPet-SUMO1-YPet FRET cleavage;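 active = inhibition at least 30% at 10 µM, raw YFP signal under a set limit, fluorescence ratio 0.5 to 1.5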;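 also: 0% = enzyme with DMSO and 100% = no enzyme wells; some results filed as inactive read as strong as hits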
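Assay system – human recombinant His6-tagged SENP1 catalytic domain enzyme · Input – SENP1 enzyme, 20 pM final · Buffer or medium – Tris pH 8 buffer plus EDTA, NaCl, BME, BSA, NP40, catalase · Schedule – 50 min reaction at room temperature · Technique – FRET read of cyan and yellow fluorescence · Control set – no-enzyme wells low, DMSO-plus-enzyme wells high control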
SENP7 inh – SENP7 protease inhibition | hit rate 1.5% among 330,000 | recombinant SENP7, Z-RLRGG-aminoluciferin luminescence, 40 min | AID 434973 | Q9BQF6 | inhibition, % at 5 µM;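 active = inhibition above about 50% at the single test dose, limit read from the data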;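 also: plate controls were DMSO with enzyme for no effect and no enzyme buffer wells for full effect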
PfG6PD inh – PfG6PD (Plasmodium falciparum) enzyme inhibition | PfGluPho enzyme, NADPH resazurin-diaphorase fluorescence | inhibition, % at 20 µM | hit rate 0.78% among 350,000 | AID 504690;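 active = inhibition reaching at least a set limit at 20 µM in the primary screen, cut at about 59% in these data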;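 also: 0% = DMSO wells with substrate and 100% = DMSO wells lacking glucose-6-phosphate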
SENP6 inh – SENP6 protease inhibition; Q9GZR1; Recombinant SENP6 catalytic domain, aminoluciferin luminescence; inhibition, % at 10 µM; hit rate 1.8% among 330,000; AID 2599;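 active = inhibition above about 50% at the single tested dose, limit read from the data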;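 also: plate controls were DMSO wells with enzyme for no effect and DMSO wells lacking enzyme for full effect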
HKDC1 inh – inhibitors of human hexokinase HKDC1; Q2TB90; recombinant HKDC1, G6PDH/diaphorase resazurin coupled fluorescence; inhibition, % at 20 µM; hit rate 0.16% among 340,000; AID 493160;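 active = inhibition above about 35% when tested at 20 µM, limit read from the data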;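 also: plate controls were DMSO wells with enzyme for no effect and DMSO wells lacking enzyme for full effect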
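Assay system: in-house recombinant HK5 (HKDC1) enzyme. Input: HKDC1 at 5 µg/mL. Medium: Tris pH 8.0 buffer with MgCl2, Tween-20, BSA, BME. Dosing: single 20 µM dose. Schedule: 90 min reaction incubation at room temperature, dark. Signal: resazurin-to-resorufin fluorescence via G6PDH and diaphorase coupling, 525/613 nm. Controls: DMSO-enzyme wells negative, buffer-substituted wells positive.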
SENP8 block-2 – SENP8 protease inhibition; hit rate 1.2% among 330,000; Q96LD8; purified SENP8, Z-RLRGG-aminoluciferin cleavage, luminescence; inhibition, % at 10 µM; AID 2540; in the data active = inhibition above about 50%
Active calls of the source: *; / = not tested or not shown.

no.	mol	Apaf-1 inh	SENP8 block-1	SENP1 FRET inh	SENP7 inh	PfG6PD inh	SENP6 inh	HKDC1 inh	SENP8 block-2
1	CCN1C(=O)[C@H]2[C@@H](c3ccc(Cl)cc3)N3C(=O)CN(CCOC)C(=O)[C@@]3(C)[C@H]2C1=O	-4	2	-2	-7	-1	0	-1	-10
2	CC(C)c1ccc(/C=C2\SC(=O)N(CC(=O)NC3CCS(=O)(=O)C3)C2=O)cc1 (stereo unspecified)	4	25	4	1	13	19	5	-1
3	CCOC(=O)c1cc(S(=O)(=O)NCCc2ccccc2)cn1C	0	10	1	-16	-8	-13	-3	-8
4	COc1ccccc1N=Nc1ccc(N)c(C)c1	4	26	4	35	9	34	1	12
5	CCOC(=O)C(Cc1ccccc1)C(=O)NCc1cccnc1 (stereo unspecified)	-6	15	3	-6	-3	4	-3	-1
6	CC(C)(C)c1ccc(NC(=O)CSc2nnc(-c3n[nH]c4ccccc34)o2)cc1	14	-8	2	0	53	-6	12	0
7	O=C(NCc1ccccc1C(F)(F)F)c1cccc2c1C(=O)c1ccc(N3CCCCC3)cc1S2(=O)=O	-1	4	-28	-7	-20	-5	-6	-7
8	COc1ccc(CNC(=O)CN(c2ccc(C)cc2)S(=O)(=O)c2c(C)nn(C)c2C)cc1	-6	17	2	-9	-1	5	3	3
9	Cc1nn(CC(=O)Nc2ccc(Cl)cn2)c(C)c1Br	10	5	-7	-7	20	-10	-1	-3
10	COc1ccc(Br)cc1/C=N/Nc1ccc(Cl)c(C(=O)O)c1	-3	-133	-15	-2	-16	1	3	-2
11	COC(=O)c1cc(S(=O)(=O)N(C)C2CCCCC2)c[nH]1	-5	11	-2	1	-9	1	-8	-5
12	O=C(CCn1c2c(c3ccccc31)CCCC2)NNC(=O)c1ccc([N+](=O)[O-])cc1	81*	13	0	9	-16	10	16	1
13	COc1ccccc1N1CCN(C(=O)C2CCC(CNS(=O)(=O)c3ccc(NC(C)=O)cc3)CC2)CC1 (stereo unspecified)	11	21	1	3	-6	-3	-2	-6
14	Cc1ccc(CNC(=O)c2c(-c3ccccc3)noc2C)cc1	0	14	2	2	-1	5	-1	1
15	COc1cccc(NC(=O)c2ccc(CN3CCN(c4ccccc4)CC3)cc2)c1	12	4	1	2	-6	-8	2	1
16	CCc1cccc2c(SC(C)C(=O)NCC3CCCO3)nc(-c3ccccc3)nc12 (stereo unspecified)	-3	8	0	7	3	-56	-11	-9
17	Cc1ccc(OCCCC(=O)Nc2ccc(N3CCOCC3)cc2)cc1	2	26	0	-2	8	-6	2	6
18	CCOc1ccc(OCCC(=O)OCC(=O)Nc2cc(S(=O)(=O)N3CCOCC3)ccc2OC)cc1	/	7	1	/	15	/	-4	/
19	O=C(COC(=O)c1ccco1)Nc1ccc(Br)cc1	-6	22	2	7	25	-9	-3	-14
20	O=C(N/N=C\c1cccc(Cl)c1)c1ccc(Cn2cc(Br)c([N+](=O)[O-])n2)o1	17	7	4	-5	51	-22	2	-20
21	COC(c1ccccc1)c1nnc(CCC(=O)N(C)CCc2ccccc2)o1 (stereo unspecified)	-1	6	1	1	-8	-6	-8	-6
22	CC(C)=CCN1CCN(Cc2nc(-c3ccc(F)cc3)cs2)CC1CCO (stereo unspecified)	5	16	-1	0	3	-15	-7	-8
23	Cc1ccc(SC(C)C(=O)NCc2cccnc2)cc1 (stereo unspecified)	1	19	-4	0	-22	-15	-6	1
24	O=C(CCN1C(=O)c2ccccc2C1=O)Nc1ccc2c(c1)OCCO2	-12	9	1	0	-10	3	-4	2
25	Cc1cccc(NC(=O)CSc2nc(=O)n(CCN3CCOCC3)c3c2CCCC3)c1C	1	0	1	2	-16	-15	2	-8
26	COc1ccccc1N1CCN(C(=O)c2ccc(Cl)c(S(=O)(=O)N3CCOCC3)c2)CC1	6	0	1	2	-3	-6	-4	7
27	COC(=O)c1cc(NC(=O)N2c3ccccc3Sc3ccccc32)cc(C(=O)OC)c1	-9	-15	-3	0	15	-5	-4	-2
28	CCCC(=O)N=C1SC2CS(=O)(=O)CC2N1c1ccc(C(C)=O)cc1 (stereo unspecified)	5	16	0	1	-10	-2	-5	0
29	O=C1C2CC=CCC2C(=O)N1c1ccc(NCCc2ccc(Cl)cc2)c([N+](=O)[O-])c1 (stereo unspecified)	5	29	4	-2	7	-3	-4	-3
30	Clc1ccccc1Cn1c(/C=C/c2ccco2)nc2ccccc21	/	-382	-24	/	30	/	1	/

Brought forward from above: three entries, then new ones.
no.	mol	Apaf-1 inh	SENP8 block-1	SENP1 FRET inh	SENP7 inh	PfG6PD inh	SENP6 inh	HKDC1 inh	SENP8 block-2
28	CCCC(=O)N=C1SC2CS(=O)(=O)CC2N1c1ccc(C(C)=O)cc1 (stereo unspecified)	5	16	0	1	-10	-2	-5	0
29	O=C1C2CC=CCC2C(=O)N1c1ccc(NCCc2ccc(Cl)cc2)c([N+](=O)[O-])c1 (stereo unspecified)	5	29	4	-2	7	-3	-4	-3
30	Clc1ccccc1Cn1c(/C=C/c2ccco2)nc2ccccc21	/	-382	-24	/	30	/	1	/
31	Cc1c(C2CC(=O)N(c3ccccc3)C2=O)[nH]n(-c2ccccc2)c1=O (stereo unspecified)	20	28	-1	-1	-10	0	-3	-4
32	CSc1nc(N2CCOCC2)c2sccc2n1	-8	-8	2	2	-5	18	-2	6
33	Cc1ccc(S(=O)(=O)NN=C2C3CC4CC(C3)CC2C4)cc1	4	6	2	6	-11	-14	-4	-8
34	Nc1nncn1C(=O)c1cccs1	0	18	2	-3	0	-16	-1	2
35	O=C(O)c1ccc2ncc(NC(=O)c3ccc(F)cc3)c(=O)n2c1	-24	-344	1	14	2	23	-1	0
36	CC(C)(O)C#Cc1ccc(CN2CCN(C3CCCCC3)C(CCO)C2)cc1 (stereo unspecified)	1	4	-3	5	8	-9	-9	-6
37	CCOc1ccc(NC(=O)CN(c2ccc(OC)c(OC)c2)S(=O)(=O)c2ccc(C)cc2)cc1	-9	15	1	-5	4	10	-6	-3
38	COc1cc(/C=C(\C#N)c2nc3ccccc3[nH]2)c([N+](=O)[O-])cc1OCc1ccccc1	5	-228	9	5	8	2	1	-5
39	O=C(c1cccc(S(=O)(=O)N2CCOCC2)c1)N(Cc1ccco1)Cc1cccs1	7	6	3	-13	4	-5	-2	-1
40	CC1(C)C(C=C(Cl)Cl)C1C(=O)OCc1cccc(Oc2ccccc2)c1 (stereo unspecified)	10	2	0	4	9	-14	7	-3
41	COc1ccccc1Nc1nc(N)nc(CSC(=S)N2CCCCC2)n1	-3	30	0	0	15	-2	-3	-8
42	NC(=O)C1CCN(c2ccc(S(=O)(=O)N3CCCCC3)cc2[N+](=O)[O-])CC1	-6	27	4	8	4	-2	0	-2
43	Cc1ccc(C)c(N(CC(=O)NN=C2CCN(C)CC2)S(=O)(=O)c2ccccc2)c1	6	7	1	-1	6	-12	-4	-7
44	COc1ccc(C(=O)N2CCN(c3ccc([N+](=O)[O-])c(NCCc4ccc(OC)c(OC)c4)c3)CC2)cc1	7	27	5	7	17	-22	1	-4
45	O=C(Cc1ccc([N+](=O)[O-])cc1)c1c(O)cc(O)cc1O	10	28	4	11	-2	-13	0	-15
46	CC(NC(=O)c1cccs1)c1nnc(SCc2ccc(Cl)cc2Cl)n1C (stereo unspecified)	21	16	-3	-5	-19	-28	5	-13
47	Cn1cc(NC(=O)OCc2ccc(Cl)cc2)c(C(F)(F)F)n1	-2	-2	2	3	12	0	-3	-2
48	C=C1C(C(=O)Nc2ccc(OC)cc2)C1C(=O)Nc1ccc(OC)cc1 (stereo unspecified)	-28	22	1	0	-8	-14	-7	-1
49	CCN(CC)C(=O)Cn1cc(C(=O)C(=O)NCCc2ccc(S(N)(=O)=O)cc2)c2ccccc21	-8	2	-1	-1	-6	-5	2	-1
50	Cc1oc2ccc(OCc3ccccc3F)cc2c1C(=O)O	-5	13	0	24	40	77*	6	53*
51	Fc1ccc(-n2c(-c3cc(C4CC4)[nH]n3)n[nH]c2=S)cc1Cl	1	3	-2	1	50	-15	0	-3
52	CCOc1ccccc1C(=O)Nc1ccccc1O	11	20	3	0	0	4	-1	3
53	O=C(/C=C/c1ccco1)Nc1ccc(Oc2ccccc2)cc1	28	29	0	64*	63*	80*	2	59*
54	COCCOC(=O)c1c(C)n(C)c2ccc(OC(=O)C3CC3)cc12	19	-2	0	-10	-1	-6	1	-2
55	COc1ccc(-c2c(NC(C)=O)n(C)c3ccccc3c2=O)cc1	-10	-302	1	-5	3	-4	-3	3
56	Clc1ccc(CSc2snnc2-c2ccccc2)c(Cl)c1	2	13	-1	7	12	0	-5	-17
57	CC(C)(C)OC(=O)N1CC(O)CC1C(=O)OCC(=O)c1ccc(-c2ccccc2)cc1 (stereo unspecified)	7	9	3	-3	13	-3	-8	2
58	NC(N)=S	-6	2	0	11	2	-9	-7	4
59	CCOc1cc(C(=O)NC(C)c2ccncc2)cc(OCC)c1OCC (stereo unspecified)	0	7	0	-12	2	-4	-1	-10
60	Cc1cc(Br)c(NC(=O)COC(=O)CC2CC3CCC2C3)c(Br)c1 (stereo unspecified)	13	7	6	0	-9	4	-1	2
61	CCOC(=O)N/N=C(/C)c1cccc(-n2cnnn2)c1	-3	5	2	3	-11	-3	6	9
62	CS(=O)(=O)Nc1ccc(S(=O)(=O)Nc2nccs2)cc1	6	18	2	9	-29	0	1	-6
63	O=S(=O)(N/N=C/c1cn(Cc2ccccc2)c2ccccc12)c1ccccc1	2	13	2	8	-5	-7	-2	6
